KDM5B inhibitor: inhibitors of human KDM5B histone demethylase | KDM5B demethylase, FDH-coupled NADH fluorescence (FDH is formaldehyde dehydrogenase) | Potency, µM (doses to about 57.7 µM), inactives show at the top dose activity change, negative = inhibition, usual class: inhibitors | 2.6% of 220,000 active | AID 1347165; active = well fitted inhibition curve with a large enough effect; inconclusive = small, poorly fitted or top-dose-only effect; inactive = no such curve, though single readings can be large or run the other way; note: 0% is about no effect; nearly all actives have a fitted effect of over 70% in size
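Coupled FDH/NAD⁺ fluorescence readout. KDM5BΔAP 200 nM final; compound titration, 10 min RT preincubation; substrate mix 12.5 µM H3K4me3, 25 µM 2-OG, 50 µM Fe(II), 100 µM ascorbate, 0.25 mM NAD⁺, 0.25 U/mL FDH; ΔRFU over 30 min.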
* hit, by the source's call; ? = inconclusive; [ ] = remark or other dose. Potency is the fitted concentration of half-maximal effect.

SMILES	KDM5B inhibitor
Cc1cc(OS(C)(=O)=O)c2c3c(c(=O)oc2c1)CCCC3	-18.0%
COC(=O)C(O)(c1ccc(N(C)C(=O)O/N=C(/C)Cl)cc1)C(F)(F)F (configuration not stated)	-4.5%
Cc1nccc(N2CCN(C)C3(CCC(=O)N(C)CC3)C2)n1 (configuration not stated)	-13.0%
O=[S+]1([O-])NCC2(CCN(Cc3cccnc3)C2)Oc2ncccc21 (configuration not stated)	19.8%[149 µM]
Cc1cccc(C(=O)N2CCC(=O)CC2)c1	-0.4%
CC(=O)Nc1ccc(S(=O)(=O)NC[C@H]2C[C@@H]3CCN2C[C@@H]3c2cc(-c3ccc(F)cc3)nn2C)cc1	22.0%
COCC(=O)NC[C@H]1C[C@@H]2CCN1C[C@@H]2CN1CCN(c2ccccn2)CC1	8.8%[86.2 µM]
COc1cc(C2SCC(=O)Nc3[nH]ncc32)ccc1OC(C)C (configuration not stated)	-0.1%
CCN(C(=O)COC(=O)c1cn(C)c2ccccc12)c1ccc(F)cc1	-1.3%
C#CCN(C)C[C@H]1CN2CC[C@H]1C[C@@H]2CNS(=O)(=O)c1ccccc1	5.1%[86.2 µM]
O=[S+]([O-])(C1CC1)N1C2CCC1CN(Cc1cccnc1)C2	14.5%[149 µM]
O=C1NC(=O)N(Cc2ccco2)C(=O)/C1=C\c1ccc(-c2ccc(F)cc2)o1	?
CN1c2cccnc2CN(C2COC2)CC[C@H]1CO	-22.1%[115 µM]
Cc1cccc(-n2c(CC3C(=O)Nc4ccc(C)cc43)nc3ccccc3c2=O)c1 (configuration not stated)	?
O=C(O)C1=NOC2CN(CC3CCCC3)CC12 (configuration not stated)	?
CC(=O)OC1(C)CCC2C3CCC4CC(=O)CCC4(C)C3CCC21C (configuration not stated)	-1.8%
CSCC(=O)Nc1ccc(=O)n2c1[C@@H]1C[C@@H](CN(C(=O)COc3ccccc3)C1)C2	146.3%[activator][86.2 µM]
O=C1Nc2ccccc2C12CN(Cc1cccnc1)C2	-15.8%[149 µM]
Cn1nccc1CN1CCC2(CC1)C(=O)Nc1ccccc12	21.1%[149 µM]
COc1ccc2c(c1)C1(CCN(C(=O)NC3CCCCC3)C1)C(=O)N2C (configuration not stated)	-8.8%
COc1ccccc1-c1cc([C@H]2CN3CC[C@H]2C[C@@H]3CNC(=O)c2cccs2)n(C)n1	5.1%
O=C([C@H]1CN2CC[C@H]1C[C@@H]2Cn1cc(CO)nn1)N1CCCC1	19.9%[86.2 µM]
O/N=C1\C(=C\c2ccccc2)N2CCC1CC2	-16.5%
Cn1nc(C2CCCCC2)cc1[C@H]1CN2CC[C@H]1C[C@@H]2CNC(=O)NCc1ccccc1	-14.1%
CC(C)(C)c1ccc(C(=O)Nc2ccc(Cl)cc2C(=O)c2ccccc2)cc1	-22.2%
COC(=O)N1CCC2(CC1)C(=O)NN=C2c1cccnc1	1.4%[86.2 µM]
CN(C[C@H]1CN2CC[C@H]1C[C@@H]2CNC(=O)c1ccccc1)c1ccccc1	-10.6%[86.2 µM]
COc1ccc(C(=O)N2[C@H]3CC[C@@H]2c2cnc(-c4ccc(F)cc4)nc2C3)c(OC)c1	-4.4%
ClC1=CC[C@@H]2CN(CCN3CCOCC3)C[C@@H]2C1	8.2%
O=C(CN1CCCC1=O)NCc1ccc(F)cc1Cl	9.5%
O=C(NC1CCCCC1)N1C[C@@H]2C[C@H](C1)c1c(-c3ccccc3F)ccc(=O)n1C2	-3.2%[86.2 µM]
COc1ccc(C(=O)N2C[C@@H]3C[C@H](C2)c2c(-c4cccs4)ccc(=O)n2C3)cc1	?
COc1cccc(-c2cnc3[nH]cc(CC(=O)N4CCN(C)CC4)c3c2)c1	35.5µM*
COc1ccccc1C(=O)N1CCC(C(=O)O)(c2ccccc2)CC1	13.2%[149 µM]
COC(=O)N(c1ccccc1)P(=O)(Oc1ccccc1)Oc1ccccc1	32.0%
Cc1ccc(S(=O)(=O)NC[C@H]2C[C@@H]3CCN2C[C@@H]3CN2CCc3ccccc32)cc1	-21.2%[86.2 µM]
CCCC12CN3CC(C)(CN(C1)C3c1ccccn1)C2=O (configuration not stated)	6.6%
CSCC(=O)Nc1ccc2n(c1=O)C[C@H]1C[C@@H]2CN(C(=O)COc2ccccc2)C1	?
CN1CCC(N(C)c2ncnc3scc(-c4ccc(Br)cc4)c23)CC1	8.1%
O=c1c2ccccc2nc(/C=C/c2cccc3ccccc23)n1-c1ccc(Cl)cc1	-5.5%

Of the compounds above, these contain an aryl methoxy group:
SMILES	KDM5B inhibitor
COc1cc(C2SCC(=O)Nc3[nH]ncc32)ccc1OC(C)C (configuration not stated)	-0.1%
COc1ccc2c(c1)C1(CCN(C(=O)NC3CCCCC3)C1)C(=O)N2C (configuration not stated)	-8.8%
COc1ccccc1-c1cc([C@H]2CN3CC[C@H]2C[C@@H]3CNC(=O)c2cccs2)n(C)n1	5.1%
COc1ccc(C(=O)N2[C@H]3CC[C@@H]2c2cnc(-c4ccc(F)cc4)nc2C3)c(OC)c1	-4.4%
COc1ccc(C(=O)N2C[C@@H]3C[C@H](C2)c2c(-c4cccs4)ccc(=O)n2C3)cc1	?
COc1cccc(-c2cnc3[nH]cc(CC(=O)N4CCN(C)CC4)c3c2)c1	35.5µM*
COc1ccccc1C(=O)N1CCC(C(=O)O)(c2ccccc2)CC1	13.2%[149 µM]

The listing picks up, starting 3 compounds before the break.
SMILES	KDM5B inhibitor
CSCC(=O)Nc1ccc2n(c1=O)C[C@H]1C[C@@H]2CN(C(=O)COc2ccccc2)C1	?
CN1CCC(N(C)c2ncnc3scc(-c4ccc(Br)cc4)c23)CC1	8.1%
O=c1c2ccccc2nc(/C=C/c2cccc3ccccc23)n1-c1ccc(Cl)cc1	-5.5%
CC(C)NC(=O)N1[C@H]2CC[C@@H]1c1cncnc1C2	-9.9%
CN(C)[C@@H]1CN(C(=O)Cc2ccccc2)CCC1(O)c1ccccc1 (some centres not stated)	10.2%
CN(C)c1ccc(-[n+]2ccc(-c3cc[n+](-c4ccc(N(C)C)cc4)cc3)cc2)cc1	?
O=c1[nH]c(=S)n(C2CCCCC2)c(O)c1/C=N/N1CCOCC1	-6.2%
CSc1ccc(/C=C/c2nc3ccccc3c(=O)n2-c2cccc(Cl)c2C)cc1	-13.6%
CN(C[C@H]1CN2CC[C@H]1C[C@@H]2CNC(=O)c1ccc(C(F)(F)F)cc1)c1ccccc1	-15.0%[86.2 µM]
CCOP(=O)(OCC)C(Cc1ccccc1)NC(C)=O (configuration not stated)	?
CC(C)NC(=O)[C@H]1CN2CCC1C[C@@H]2Cn1cc(CSc2ccccc2)nn1 (some centres not stated)	-7.0%[86.2 µM]
O=[N+]([O-])c1ccc(Cl)nc1N1CC2CCC(C1)N2CC(F)(F)F	7.3%[149 µM]
Cn1c(O)c(C=NCCN2CCOCC2)c(=O)[nH]c1=S	-3.7%

Additional results:
| compound | KDM5B inhibitor |
| --- | --- |
| O=C(Nc1ccc(Br)cc1C(=O)c1ccccc1Cl)c1ccc(Br)cc1 | 11.6%[11.5 µM] |
| CC(C)n1c(O)c(C=NCc2ccccc2)c(=O)[nH]c1=S | -14.6% |
| OC1C2(c3ccccc3)CN3CN(C2)CC1(c1ccccc1)C3 (configuration not stated) | 11.2% |
| COc1cc2c(cc1OCc1ccccc1)NC(=O)C21CCN(Cc2c(C)noc2C)CC1 | -9.2% |
| c1ccc(CC2CN3CCCC3CN2)cc1 (configuration not stated) | ? |
| COc1ccc([S+](=O)([O-])N2CC3(CCN(CC(=O)O)CC3)c3cc(OC)c(OCC4CCCC4)cc32)cc1 | ? |
| CCC(CC)c1cc([C@H]2CN3CC[C@H]2C[C@@H]3CNC(=O)CSCC(=O)O)nc(-c2ccncc2)n1 | -8.9% |
| CC(=O)N1CC2(CCCN2Cc2ccccn2)Cc2ccccc21 (configuration not stated) | -18.6%[149 µM] |
| O=C(Nc1ccccc1)[C@H]1CN2CCC1C[C@@H]2Cn1cc(CO)nn1 (some centres not stated) | -14.9%[86.2 µM] |
| CN(C)Cc1cn(C[C@H]2CC3CCN2C[C@@H]3C(=O)NC2CCCCC2)nn1 (some centres not stated) | 10.3%[86.2 µM] |
| CCOC(=O)C1=C(N)OC2=C(C(=O)CCC2)C12C(=O)N(C)c1ccccc12 (configuration not stated) | -3.3% |
| O=C(NCc1ccccc1)[C@H]1CN2CCC1C[C@@H]2Cn1cc(CC2CCCCC2)nn1 (some centres not stated) | -16.7%[86.2 µM] |
| CC(N)Cc1ccc2oc3ccccc3c2c1 (configuration not stated) | 12.0% |
| Cc1cccc(CN2C(=O)CN=C(c3ccccc3)c3cc(Cl)ccc32)c1 | -6.1% |
| O=C(C1CC1)N1[C@H]2CC[C@@H]1c1cnc(-c3ccc(F)cc3)nc1C2 | 21.1% |
| O=C(COc1ccc(F)cc1)N1CCN(CCc2ccncc2)CC1 | 13.9% |
| O=C(O)C1=NOC2CN(Cc3ccncc3)CC12 (configuration not stated) | ? |
| O=C1Nc2ccccc2CC12CCCN2Cc1ccccn1 (configuration not stated) | 9.6%[149 µM] |
| CCCS(=O)(=O)N1[C@H]2CC[C@@H]1c1cnc(C)nc1C2 | -7.2% |
| O=C(Cn1c(NCCCl)nc2ccccc21)c1ccc(Br)cc1 | -16.6% |
| CCN(CC)C(=O)c1ccc(NC(=O)CCn2nc(-c3ccc(C)cc3)c3ccccc3c2=O)cc1 | ? |
| CCOC(=O)c1ccc(N=C(CC)c2c(O)n(C)c(=O)n(C)c2=O)cc1 | -28.0% |
| C=CCN(C)C[C@H]1CN2CC[C@H]1C[C@@H]2CNC(=O)Nc1cccc(SC)c1 | -12.4%[86.2 µM] |
| c1ccc(CCNCc2ccc3[nH]ccc3c2)cc1 | -15.1% |
| C=C[C@H]1CN2CC[C@H]1C[C@@H]2CNC(=O)C1CCCCC1 | 17.7%[115 µM] |
| COc1cc2c(cc1OCc1ccncc1)NC(=O)C21CCN(Cc2ccccc2)CC1 | 20.8%[86.2 µM] |
| COc1ccc2c(c1)C1(CCN(C(=O)COc3ccccc3)C1)C(=O)N2C (configuration not stated) | -7.5% |
| O=S(=O)(F)c1ccc2nc(-c3cccc(Sc4ccccc4)c3)cc(Cl)c2c1 | -5.3% |
| Cc1ncc2c(n1)C[C@@H]1CC[C@H]2N1C(=O)COc1ccc(F)cc1 | 6.8% |
| O=C(NCc1ccc(F)cc1)[C@H]1CN2CCC1C[C@@H]2Cn1cc(CSc2ccccc2)nn1 (some centres not stated) | -12.6% |
| CCCCCCC(Cl)(Cn1ccnc1)c1ccccc1 (configuration not stated) | ? |
| CCCS(=O)(=O)N1C[C@@H]2C[C@H](C1)c1ccc(-c3ccccc3C)c(=O)n1C2 | 39.8µM* |
| CC1CCN(C[C@H]2CN3CC[C@H]2C[C@@H]3CNS(C)(=O)=O)CC1 | -6.9%[86.2 µM] |
| Cc1ccc(N2C(=O)NC(=O)/C(=C\c3cc(C)n(-c4ccc(C(=O)O)cc4)c3C)C2=O)cc1 | 11.0% |
| O=C(Cn1cnc2sc3c(c2c1=O)CCCC3)NCCC(=O)N1CCC2(CC1)OCCO2 | 22.8% |
| CCC(=O)N1CC(=O)Nc2ccc(C)cc2C1c1ccc(F)cc1 (configuration not stated) | ? |
| COc1ccc(CN2CCC3(CC(c4cccnc4)=NO3)C2)cc1 (configuration not stated) | ? |
| Cc1ccccc1-c1ccc2n(c1=O)C[C@H]1C[C@@H]2CN(C(=O)NC2CCCCC2)C1 | 35.5µM* |
| O=c1c2ccccc2nc(/C=C/c2ccccc2O)n1-c1ccc(Br)cc1 | -19.5% |
| O=C(COc1ccc(F)cc1)N1[C@H]2CC[C@@H]1c1cnc(-c3ccc(F)cc3)nc1C2 | -15.1% |
| O=C(NCc1ccncc1)C1CNCC12CCOCC2 (configuration not stated) | -3.1% |
| O=C(NC1CC1)[C@H]1CN2CCC1C[C@@H]2Cn1cc(C2(O)CCCCC2)nn1 (some centres not stated) | 48.1%[86.2 µM] |
| OCCNc1cc(N2CC[C@@]3(O)CCNC[C@H]3C2)ncn1 | -19.1% |
| CC(C)N1CCN(Cc2cc3c(cc2Cl)OCO3)CC1CCO (configuration not stated) | 2.8% |
| COCC(=O)N1[C@H]2CC[C@@H]1c1cnc(-c3ccccc3)nc1C2 | -10.4% |
| CC(Nc1ccc([N+](=O)[O-])c2nonc12)c1ccccc1Cl (configuration not stated) | ? |
| O=C1NC(=O)N(Cc2ccc(F)cc2)C(=O)/C1=C\c1ccc([N+](=O)[O-])s1 | ? |
| CC[C@H]1CN2CC[C@H]1C[C@@H]2CNS(=O)(=O)c1cccc2cccnc12 | -19.3%[86.2 µM] |
| Cn1nc(-c2ccc(F)cc2)cc1[C@H]1CN2CC[C@H]1C[C@@H]2CNC(=O)NCc1ccccc1 | 28.4% |
| COc1cc(/C=C(\C)[N+](=O)[O-])cc(Br)c1O | ? |
| CCOc1ccc2nc(NC(=O)c3cccn(Cc4ccccc4Cl)c3=O)sc2c1 | ? |
| C=CCn1c(O)c(/C(C)=N/NC(=S)Nc2ccccc2)c(=O)[nH]c1=O | ? |
| Cc1ccc(CNC(=O)CCCn2c(=O)c3sccc3n(CC(=O)Nc3c(C)cccc3C)c2=O)cc1 | 1.2% |
| COCCNC(=O)N1CCC2(C1)C(=O)N(C)c1ccc(OC)cc12 (configuration not stated) | 14.9% |
| CN1C(=O)[C@H]2CN(Cc3ccco3)C[C@H]2C1=O | -26.3% |
| CCc1nnc2ccc(N3CCN(CC)CC3)nn12 | -11.0% |
| O=[S+]1([O-])NCC2(CCN(Cc3cccs3)C2)Oc2ncccc21 (configuration not stated) | 16.9%[115 µM] |

Only part of the results is shown; rates above refer to the full screens.
